GASC-1 inh = inhibitors of GASC-1 histone demethylase, primary screen, biochemical, fluorescence, DELFIA europium. Lysine-specific demethylase 4C (Homo sapiens), Q9H3R0. GST-JMJD2C(1-420) H3K9me3 demethylation. inhibition, % at 2.35 µM. 330,000 tested, 0.069% active. AID 2099, 2009;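 active = more than half of a compound's replicate wells show inhibition beyond 50%, single wells judged on their own value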;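 note: signal counts dimethyl H3K9 product captured on neutravidin plate; 0% = median of DMSO wells and 100% = 0.3 times that DMSO median; strong numbers were not always called active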
procasp7 counter = procaspase-7 activators, primary screen, counter-screen for procaspase-3 activator project, biochemical, absorbance, HTS, human; Caspase-7 (Homo sapiens), P55210; recombinant procaspase-7, Ac-DEVD-pNA absorbance 405 nm; D23A/D198A/D206A triple mutant, cannot self-cleave; scale: DMSO 0, 5 µM enzyme 100; activation, % at 8.5 µM; 330,000 tested, 0.093% active;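 active = percent activation above the screen-wide mean plus 3 SD, cut at about 25% in these data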
Target sequence (P55210 whole entry D23A/D198A/D206A): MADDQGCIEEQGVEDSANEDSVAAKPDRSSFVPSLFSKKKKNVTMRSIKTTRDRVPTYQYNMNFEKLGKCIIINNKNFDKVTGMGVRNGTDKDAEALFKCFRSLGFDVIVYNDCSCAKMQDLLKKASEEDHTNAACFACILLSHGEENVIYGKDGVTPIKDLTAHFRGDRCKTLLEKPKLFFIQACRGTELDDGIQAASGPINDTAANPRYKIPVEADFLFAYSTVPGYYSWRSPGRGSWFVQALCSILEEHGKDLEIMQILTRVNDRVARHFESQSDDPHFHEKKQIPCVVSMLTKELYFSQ
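System: Procaspase-7 triple mutant (PC-7 D3A); measure: % activation from two-timepoint absorbance difference, scaled to controls; times: 1 h compound preincubation, 2 h substrate cleavage, 25 °C; also added: Ac-DEVD-pNA substrate, 400 µM as added; measured by: Epi-absorbance of released pNA at 405 nm, two timepoints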
MEP2 TOR yeast = modulators of MEP2-GFP levels in yeast, primary screen, S. cerevisiae, multiplex flow cytometry, MLPCN library | GFP response vs DMSO, % at 10 µM | AID 2016, 2009 | 330,000 tested, 0.51% active | S. cerevisiae MEP2-GFP strain, 3 h; 100% = DMSO control level;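 active = GFP response versus DMSO above a set limit, roughly screen mean plus 3 SD, cut at about 180% in these data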;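 note: median GFP fluorescence of the barcode-gated MEP2-GFP cells per well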
Yeast superoxide = reduction of superoxide in aged yeast, primary screen, HTS. 330,000 tested, 0.18% active. superoxide response (% of plate mean), % at 10 µM. AID 2690, 2010. S. cerevisiae aged cells, superoxide DHE fluorescence; stronger effect = lower value;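 active = superoxide response under a set limit, about three screen SD below normal, cut at about 65% in these data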;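 note: yeast aged for seven days with compound at 30 °C before DHE staining; 100% = average MFI of all compound-treated wells on the plate with controls excluded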
RPL19A TOR yeast = RPL19A-GFP expression modulators in yeast, primary screen, cell-based, S. cerevisiae, multiplex flow cytometry, MLPCN; S. cerevisiae RPL19A-GFP strain, 3 h; stronger effect = lower value; percent response vs DMSO, % at 10 µM; 330,000 tested, 0.3% active; AID 2025, 2009;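 active = percent response vs DMSO below 50%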;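 note: median channel GFP fluorescence of the barcoded RPL19A-GFP strain; ratio of sample median GFP to plate DMSO average so 100% = DMSO; lower means less RPL19A-GFP as with rapamycin TOR inhibition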
AHR activator = AHR activators, primary screen, cell-based, luminescence, luciferase reporter, human. Aryl hydrocarbon receptor (Homo sapiens), P35869. AHR-responsive luciferase reporter cells. activation, % at 5 µM. 320,000 tested, 2.5% active. AID 2796, 2010; in the data active = activation above about 47%;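 note: 0% = vehicle wells and 100% = reference agonist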
proCasp3 act = activators of human procaspase-3 D3A mutant, primary screen, biochemical, absorbance, PC-3 D3A mutant, single concentration; Caspase-3 (Homo sapiens), P42574; recombinant procaspase-3 D3A, Ac-DEVD-pNA absorbance 405 nm; activation, % at 8.5 µM; 330,000 tested, 0.11% active;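 active = activation above the mean of all tested compounds plus 3 SD, cut at about 21% in these data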;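 note: 0% = DMSO alone and 100% = DMSO wells spiked with extra 5 µM PC-3 D3A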
Target sequence (P42574 whole entry D9A/D28A/D175A): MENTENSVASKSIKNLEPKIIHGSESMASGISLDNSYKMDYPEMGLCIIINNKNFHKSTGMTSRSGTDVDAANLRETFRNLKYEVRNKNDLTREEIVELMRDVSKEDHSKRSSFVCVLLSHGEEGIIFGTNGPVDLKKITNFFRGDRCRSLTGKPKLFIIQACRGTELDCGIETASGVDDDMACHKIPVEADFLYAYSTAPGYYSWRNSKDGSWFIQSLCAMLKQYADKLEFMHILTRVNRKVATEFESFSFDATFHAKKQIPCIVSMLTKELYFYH
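Assay system – Procaspase-3 D3A mutant, all three cleavage aspartates alanine · Controls – DMSO-only low control, 5 µM PC-3 D3A high control · Schedule – 1 h compound preincubation, 2 h substrate hydrolysis at 25 °C · Signal – 405 nm absorbance of p-nitroaniline, reads at 0 and 120 min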
LAP4-GFP MLPCN = modulators of LAP4-GFP expression in yeast, primary screen, S. cerevisiae, multiplex flow cytometry, MLPCN library; 3 h; median GFP as percent of DMSO wells; GFP response vs DMSO, % at 10 µM; 320,000 tested, 0.34% active;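 active = GFP response vs DMSO above a set limit, about the screen mean plus 3 SD, cut at about 150% in these data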
* marks the source's active call; other numbers are inactive results; i = inactive; · = not tested or not shown; & = joins results of further samples; [ ] = dose if it differs, or a comment.

1: O=C(NCCNS(=O)(=O)c1cccc(C(F)(F)F)c1)c1cc(OCC(F)(F)F)ccc1OCC(F)(F)F
2: Cc1ccc(C(=O)CNc2cc(C)ccc2C)cc1
3: Cc1cc(C)n(-c2nnc(C)n2/N=C/c2cc(Br)ccc2OCc2ccccc2)n1
4: Nc1cc(N)nc(SCC(=O)c2ccc3c(c2)NC(=O)CO3)n1
5: CC(O)[C@H]1CC[C@H]2[C@@H]3CC[C@H]4C[C@H](O)CC[C@]4(C)[C@H]3[C@H](O)C[C@]12C (some centres undefined)
6: Cc1cc(=O)c(C(=O)Nc2cccc(N3CCCC3=O)c2)nn1-c1ccccc1Cl
7: O=C(CCS(=O)(=O)c1ccccc1)N1CCN(c2cccc(C(F)(F)F)c2)CC1
8: c1ccc(-c2cn(C[C@H]3CC[C@@H]([C@@H]4CC[C@H](Cn5cc(-c6ccccc6)nn5)O4)O3)nn2)cc1

screen / no.,1,2,3,4,5,6,7,8
GASC-1 inh,0,4,-2&0,15,10,-3,7,-1
procasp7 counter,0,6,5,-9,5,-6,9,-7
MEP2 TOR yeast,91,106,86,99,89,98,93,89
Yeast superoxide,98,86,99,96,95,111,104,102
RPL19A TOR yeast,96,105,88,102,98,96,97,92
AHR activator,5,9,-3,1,0,13,2,6
proCasp3 act,1,1,-3,-8,7,4,11,-1
LAP4-GFP MLPCN,104,86,92,101,121,100,94,123

9: O=C1CSC(c2ccccc2)N1CC(O)c1ccc([N+](=O)[O-])cc1 (centres undefined)
10: O=C(COC(=O)c1ccccc1O)Nc1cccnc1Cl
11: CCn1c(SCC(=O)N/N=C/c2c[nH]c3ccccc23)nnc1-c1ccc(C(C)(C)C)cc1
12: CN(C)S(=O)(=O)c1ccc2c(c1)C(CC(=O)O)OC2=O (centres undefined)
13: Oc1ccc(Nc2ncnc3c2oc2ccccc23)cc1
14: CCCN(CCO)Cc1ccc(F)c(Br)c1
15: COc1ccc(-c2nnc(NC(=O)c3ccc(S(=O)(=O)N4CCCc5ccccc54)cc3)o2)cc1
16: COc1ccccc1NC(=O)c1ccc(NC(=O)c2ccco2)cc1

screen / no.,9,10,11,12,13,14,15,16
GASC-1 inh,-2,-1,1,-13,3,2,-23,11
procasp7 counter,0,13,0,4,15,3,12,12
MEP2 TOR yeast,105,99,101,107,105,97,96,108
Yeast superoxide,108,103,101,104,85,94,102,131
RPL19A TOR yeast,100,100,103,102,96,95,98,99
AHR activator,-3,9,14,-5,3,0,2,6
proCasp3 act,-3,3,1,5,-1,4,10,-4
LAP4-GFP MLPCN,108,106,89,101,107,86,99,108

17: Cc1cn(CCC(=O)Nc2ccccc2N2CCOCC2)c2ccccc12
18: Cc1cc(C)c(C)c(S(=O)(=O)N2CCN(C(=O)c3ccccc3OCc3c(C)noc3C)CC2)c1C
19: O=C(CNCc1ccncc1)Nc1cc(S(=O)(=O)N2CCCCC2)ccc1Cl
20: Nn1c(Cc2cccc3ccccc23)nnc1SCc1ccc(Cl)c(Cl)c1
21: CCCCOc1ccc(/C=N/NC(=O)c2csc(C)c2C)cc1
22: CN(CC(=O)Nc1ccccc1)CC(=O)Nc1ccccc1Cl
23: Cc1cc(C)c2c(CN3CCCCC3)cc(=O)oc2c1
24: COc1ccccc1N(C(=O)CNC(=O)c1ccco1)C(C(=O)NCC1CCCO1)c1ccccc1 (centres undefined)

screen / no.,17,18,19,20,21,22,23,24
GASC-1 inh,-1,-2,-2,25,-5,5,9,5
procasp7 counter,-11,7,7,8,2,5,2,1
MEP2 TOR yeast,94,97,97,97,95,96,107,94
Yeast superoxide,89,113,95,89,100,103,104,88
RPL19A TOR yeast,96,96,99,100,98,105,104,90
AHR activator,8,-1,2,2,16,2,3,-2
proCasp3 act,-8,6,6,-1,1,3,5,-2
LAP4-GFP MLPCN,133,102,95,99,96,92,93,87

25: CC(C)Oc1ccc(OCCSc2nc3ccccc3n2CC(=O)O)cc1
26: N#CNC(=Nc1cccc(F)c1)SCc1ccccc1F
27: COc1ccc(NC(=O)[C@H](NC(=O)[C@@H]2Cc3ccccc3CN2)c2ccccc2)cc1
28: O=C(Nc1nnc(SCc2ccc(F)cc2)s1)C1Cc2ccccc2CN1C(=O)c1ccco1 (centres undefined)
29: Cc1ccc(Cl)c(OCC(=O)NC2CCN(Cc3ccccc3)CC2)c1
30: COC(=O)C1=C(C(=O)OC)[C@@H]2N(Cc3ccccc3)c3ccccc3[C@@]23C[C@@H](C(=O)OC)N(C(=O)C2CCC2)C3=N1
31: O=S(=O)(Nc1nc2ccc(Cl)cc2s1)c1cccs1
32: Cc1ccnc(NC(=O)CNC(=O)C23CC4CC(CC(C4)C2)C3)c1

screen / no.,25,26,27,28,29,30,31,32
GASC-1 inh,7,0,9,-10,-35,14,6,6
procasp7 counter,7,0,2,-8,2,-4,-2,15
MEP2 TOR yeast,111,91,103,110,93,93,105,106
Yeast superoxide,101,92,92,88,98,116,107,99
RPL19A TOR yeast,97,99,99,92,85,101,104,102
AHR activator,4,8,-1,3,3,-1,8,0
proCasp3 act,-4,-3,5,0,2,5,1,1
LAP4-GFP MLPCN,82,89,96,113,92,122,90,103

33: CCOC(=O)c1c(C)[nH]c(C(=O)OCC(=O)N2CCN(S(=O)(=O)c3ccccc3)CC2)c1C
34: COc1cc2cnc(-c3ccccc3)c(C(=O)c3ccc(F)cc3)c2cc1OC
35: COc1ccc(N2C(=O)CCC(C(=O)O)C2c2ccc(F)cc2)cc1 (centres undefined)
36: COC(=O)c1ccc(CNC(=O)[C@@H]2CCCN2S(=O)(=O)c2ccccc2F)cc1
37: CC1CCc2cc(F)ccc2N1C(=O)c1cccnc1 (centres undefined)
38: O=C(NC(CO)Cc1ccc([N+](=O)[O-])cc1)C(Cl)Cl (centres undefined)
39: COc1ccccc1C1=NC(c2ccccc2)CN1c1ccccc1 (centres undefined)
40: Cc1ccc2cc(C)c(Sc3nnnn3-c3ccccc3)nc2c1

screen / no.,33,34,35,36,37,38,39,40
GASC-1 inh,-14,-12,-2,3,1,-7,-3,6
procasp7 counter,-3,4,0,26*,9,5,5,1
MEP2 TOR yeast,95,97,101,92,102,105,109,100
Yeast superoxide,102,89,116,99,89,88,118,111
RPL19A TOR yeast,98,89,97,95,104,103,104,95
AHR activator,2,-2,4,1,1,-3,4,0
proCasp3 act,-1,-8,-5,8,0,1,14,4
LAP4-GFP MLPCN,99,143,97,90,86,96,93,108

41: Cc1nn(CC(=O)Nc2ccc(C(=O)N3CCCCC3)cc2)c(=O)c2ccccc12
42: CC(C)CCNC(=O)C(c1ccncc1)N(CC1CCCO1)C(=O)Cn1nnc(-c2ccc(F)cc2)n1 (centres undefined)
43: CCC(=O)c1ccc(OCC(=O)Nc2nc(C)cs2)cc1
44: COc1ccc(CNC(=O)c2csc3c2CCCC3)cc1
45: S=C(c1ccc(-c2ccc(Cl)cc2Cl)o1)N1CCCC1
46: O=C1CSC(c2ccccc2F)N1c1ccccc1 (centres undefined)
47: O=C(O)Cc1cn(Cc2cccc(Cl)c2)c2ccccc12
48: O=C(CN1CCCCC1)Nc1scc2c1c(=O)oc1ccccc12

screen / no.,41,42,43,44,45,46,47,48
GASC-1 inh,0,1,0,-5,16,-5,i,2
procasp7 counter,-1,5,16,10,-4,3,1,4
MEP2 TOR yeast,105,109,106,92,96,104,96,103
Yeast superoxide,107,102,94,93,111,83,98,103
RPL19A TOR yeast,91,109,98,87,96,100,101,97
AHR activator,1,-2,8,0,4,0,3,5
proCasp3 act,7,9,5,7,-1,5,0,-3
LAP4-GFP MLPCN,98,90,106,117,117,103,114,107

49: C=CCn1c(=O)c(CCC(=O)Nc2ccc(N3CCOCC3)cc2)nc2cc(C(F)(F)F)ccc21
50: CCc1sc(C(=O)Nc2nccs2)cc1C
51: COC(=O)c1cccc(Oc2cccc(C(F)(F)F)c2)n1
52: O=C(Nc1ccc(N2CCN(C(=O)c3ccccc3)CC2)cc1)c1cccs1
53: COc1ccc(OC)c(CN(CCN2CCOCC2)C(=O)Nc2ccccc2)c1
54: COCCNC(=O)/C(C#N)=C/c1c(N2CCN(C)CC2)nc2c(C)cccn2c1=O
55: COc1cc(OC)cc(C(=O)N/N=C\c2ccoc2)c1
56: COc1ccc(CCN2CC(C(=O)NCc3ccc(F)cc3)CC2=O)cc1OC (centres undefined)
57: CC(=O)NC(CC(=O)OCC(=O)c1c(N)n(CC(C)C)c(=O)n(C)c1=O)c1ccccc1 (centres undefined)
58: Cc1ccc2nc3c(cc(C(=O)NCCCn4ccnc4)n3C)c(=O)n2c1

screen / no.,49,50,51,52,53,54,55,56,57,58
GASC-1 inh,16,46,3,1,0,-3,-9,20,2,-2
procasp7 counter,-1,7,-3,-4,14,0,-2,6,3,3
MEP2 TOR yeast,97,92,104,107,112,100,89,112,100,371*[may fluoresce violet]
Yeast superoxide,92,85,88,99,80,87,101,87,92,97
RPL19A TOR yeast,92,98,104,96,94,93,94,108,100,39*[may fluoresce violet]
AHR activator,3,33,2,-3,3,11,11,2,-1,-15
proCasp3 act,-1,4,8,-2,2,2,5,10,12,-11
LAP4-GFP MLPCN,94,111,98,109,128,·,90,113,109,86[may fluoresce violet]
